Scp1 inh = inhibitors of human Scp-1 phosphatase | hit rate 0.88% among 340,000 | Recombinant Scp1, phosphopeptide, malachite green phosphate absorbance | inhibition, % at 20 µM;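 active = inhibition above about 50% at 20 µM, limit read from the data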;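 also: plate controls were DMSO wells with enzyme for no effect and wells lacking enzyme for full effect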
Target sequence (Q9GZU7 76-261 limits assumed): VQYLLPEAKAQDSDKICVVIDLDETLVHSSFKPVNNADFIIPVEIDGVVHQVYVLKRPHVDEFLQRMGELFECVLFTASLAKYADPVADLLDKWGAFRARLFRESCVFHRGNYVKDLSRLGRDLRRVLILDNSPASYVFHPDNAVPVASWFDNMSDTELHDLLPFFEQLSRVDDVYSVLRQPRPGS
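Material: truncated SCP-1 phosphatase (76-261aa) / Buffer or medium: 50 mM Tris acetate pH 5.5, 0.005% Tween-20, 10 mM MgCl2 / Compound dosing: one concentration, 20 µM, with 1.0% DMSO / Incubation: 45 min room-temperature reaction, 5 min colour, 30 min stabiliser / Detection: colorimetric free-phosphate detection, absorbance 630 nm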
The depositor's hits bear a star. An excerpt, so the mix of outcomes need not match the whole.

| SMILES | Scp1 inh |
| --- | --- |
| NC(=O)CC[C@@H]1NC(=O)[C@@H]2CCCN2C(=O)c2cc([N+](=O)[O-])cc(I)c2NCCC[C@@H](C(=O)NC(CC(=O)O)C(N)=O)NC1=O (stereo partly drawn) | 25 |
| COc1ccc(-c2cc(C(F)(F)F)nc(SCCC(=O)NCc3ccco3)n2)cc1 | 0 |
| O=C(Cc1cc(=O)[nH][nH]1)N/N=C/c1ccccc1Cl | -5 |
| Cc1cc2ncn(-c3ncnc4sc5c(c34)CCCC5)c2cc1C | -10 |
| Cc1nc2ccccn2c1C(=O)N/N=C/c1ccc([N+](=O)[O-])cc1 | -10 |
| CC(NC(=O)c1ccc(N2CCNCC2)c([N+](=O)[O-])c1)C12CC3CC(CC(C3)C1)C2 (stereo not drawn) | 15 |
| Cc1cnn(C(=O)c2ccccc2Br)c1 | 3 |
| C(=N\Nc1nc2ccccc2s1)/c1ccccn1 | -11 |
| COc1ccc(CCN(C)C(=O)c2ccc(S(=O)(=O)Nc3ccccc3C)cc2)cc1OC | -8 |
| Cn1cnnc1Sc1nc2c(c(=O)n(C)c(=O)n2C)n1C | -6 |
| COc1cccc2oc3cc(C#Cc4ccccn4)ccc3c(=O)c12 | 59* |
| O=c1cc(-c2ccc(Cl)cc2)[nH]c2ccccc12 | 6 |
| COc1ccc2cc(CN(Cc3cccnc3)Cc3nnnn3Cc3ccccc3)c(=O)[nH]c2c1 | -7 |
| CCOC(=O)NNc1ccc2nonc2c1[N+](=O)[O-] | 17 |
| COc1ccc(/C=N/n2cnc3c([nH]c4ccc(Br)cc43)c2=O)cc1CN1CCOCC1 | -5 |
| COC(=O)c1ccc(CSc2nnc(Nc3ccccc3OC)s2)o1 | -9 |
| CN(C(=O)Cn1nnc(-c2cccnc2)n1)C1CCCCC1 | -1 |
| COC(C[C@H]1O[C@@H]1C(=O)COCc1ccccc1)OC | -5 |
| O=c1[nH]c(=O)c2ccccc2o1 | -5 |
| CCOC(=O)N1CCc2c(sc3[nH]c(=S)[nH]c(=S)c23)C1 | -7 |
| O=C(Nc1ccc(Oc2ncnc3cc(Cl)ccc23)nc1)c1ccc(F)cc1 | -5 |
| Cc1nc(NS(=O)(=O)c2ccccc2C)c2c3c(sc2n1)CCC3 | -15 |
| O=C(O)c1cc(C(=O)O)cc(-c2ccc(/C=c3/sc4nc5ccccc5n4c3=O)o2)c1 | 70* |
| CCN(CC)CCN1C(=O)C(O)=C(C(=O)c2ccc(C)o2)C1c1ccccn1 (stereo not drawn) | -8 |
| CCn1c(SC)nc(O)c(C(c2ccc(OC)c(O)c2)c2c(O)nc(SC)n(CC)c2=O)c1=O | 0 |
| Cc1nnc(SCCn2c(N3CCC(Cc4ccccc4)CC3)nc3c2c(=O)[nH]c(=O)n3C)s1 | -1 |
| O=[N+]([O-])c1cc(/C=N/Nc2nc3ccccc3[nH]2)c(O)cc1O | 56* |
| CCC[C@H]1NC(=O)[C@H](C)N(C)C(=O)C(C)(C)C(=O)C(C)NC(=O)[C@H](Cc2ccc(OC)cc2)N(C)C(=O)[C@H](C(C)C)N(C)C(=O)CNC(=O)[C@H](CC(C)C)N(C)C(=O)CNC(=O)[C@H]([C@@H](C)CC)OC(=O)[C@H]1C (stereo partly drawn) | -5 |
| O=C(CCc1ccccc1)NNC(=S)NC(=O)c1ccc(Cl)cc1 | -3 |
| COC(=O)[C@@]1(Cc2ccc(F)cc2)[C@H]2c3cc(C(=O)N4CCCC4)n(CCc4ccccn4)c3C[C@H]2CN1C(=O)c1ccccc1 | -11 |
| Cc1nc(NC(=O)CSc2ccccc2N)sc1C | -9 |
| COc1ccc2c(c1)C(=O)[C@H](O)[C@@H](c1ccc(OC)c(Br)c1)O2 | -6 |
| C=CCOC(=O)c1[nH]c2c(c1C)C(=O)CC(c1ccco1)C2 (stereo not drawn) | 60* |
| COc1ccc(-n2c(SCC(=O)N3CCOCC3)nnc2C(C)N2CCCCC2)cc1 (stereo not drawn) | -2 |
| CCO[C@@H]1OC(C(=O)N2CCN(Cc3ccc4c(c3)OCO4)CC2)=C[C@H](c2ccc3c(c2)OCO3)[C@H]1CCCO | 1 |
| Cc1cc(C)cc(Cn2ncc(Cl)c(Cl)c2=O)c1 | -9 |
| O=c1nc(SCc2c(F)cccc2Cl)nc(-c2ccccc2)[nH]1 | -10 |
| Cc1ccc(-c2csc(N3C(=N)SCC3=O)n2)cc1 | -2 |
| COC(=O)[C@@]1(Cc2ccc(F)cc2)[C@H]2c3cc(C(=O)N4CCCC4)n(CCO)c3C[C@H]2CN1C(=O)c1ccccc1 | -6 |
| CC1CCCCC1NS(=O)(=O)c1ccc(S(=O)(=O)NCc2ccncc2)cc1 (stereo not drawn) | 0 |
| CC(C)[C@@H]1NC(=O)c2cc([N+](=O)[O-])cc(I)c2NCCC[C@@H](C(N)=O)NC(=O)[C@H](CO)NC1=O | 0 |
| Cc1ccc(C(=O)N/C(=C/c2ccco2)C(=O)Nc2cccc(C(=O)O)c2)cc1 | 24 |
| O=[N+]([O-])c1cc(O)c2ncccc2c1 | -1 |
| CCOc1ccccc1NS(=O)(=O)c1cn(C)c(=O)n(C)c1=O | -7 |
| CC(C)(C)NS(=O)(=O)c1cccc(S(=O)(=O)c2cccc(S(=O)(=O)NC(C)(C)C)c2)c1 | -8 |
| COc1ccc(CC(NC(C)=O)C(=O)NC2CCN(c3c4c(nc5ncnn35)CCC4)CC2)cc1OC (stereo not drawn) | -2 |
| Cc1ccc(Nc2[nH]c(=O)c3ccccc3c2C(=O)c2ccccc2)cc1 | 2 |
| CCOC(=O)N1CCN(C(=O)c2ccc3c(=O)n4c(nc3c2)CCCCC4)CC1 | 10 |
| CN1CCN(C2Cc3ccccc3Sc3cc(C(F)(F)F)ccc32)CC1 (stereo not drawn) | -17 |
| CCOC(=O)C1CCCN(CC(=O)c2c[nH]c3ccc(C)cc23)C1 (stereo not drawn) | -2 |
| c1ccc(C(c2ccccc2)N2CCN(c3nc4ccccc4n4cnnc34)CC2)cc1 | 7 |
| Cc1cc(-n2c(C)c3c(C)nnc(C)c3c2C)ccc1N | 0 |
| COc1cccc(C2=CC(c3ccc(OC)c(OC)c3)NC(=S)N2)c1 (stereo not drawn) | 5 |
| O=[N+]([O-])c1ccccc1CN1CCN(Cc2c[nH]c3ccccc23)CC1 | -9 |
| CC1=C(C(=O)OCc2ccccc2)C(c2ccc3ccccc3c2)NC(=O)N1CCCCCC(=O)O (stereo not drawn) | -3 |
| O=C1c2ccccc2S(=O)(=O)c2cc(N3CCN(c4ccccc4)CC3)ccc21 | -7 |
| COC(=O)C1=C[C@@H](C(=O)OC)[C@@H]2C3=C(C(=O)[C@@]2(C)NC(=O)c2ccccc2)[C@H](c2ccccc2)n2c(=O)n(-c4ccccc4)c(=O)n2[C@@H]3C1 | -10 |
| CCCOc1ccc(OCCSc2nnc(N)s2)cc1 | -7 |
| COc1ccc(-n2c(N)cc(=O)[nH]c2=O)cc1 | -3 |
| CC[C@H](C)[C@@H](NC(=O)O[C@@H]1C(=O)c2cc(Br)ccc2O[C@H]1c1cccc(OC)c1)C(=O)OC | -11 |

Entries above shown as hits in Scp1 inh.
| SMILES | Scp1 inh |
| --- | --- |
| COc1cccc2oc3cc(C#Cc4ccccn4)ccc3c(=O)c12 | 59* |
| O=C(O)c1cc(C(=O)O)cc(-c2ccc(/C=c3/sc4nc5ccccc5n4c3=O)o2)c1 | 70* |
| O=[N+]([O-])c1cc(/C=N/Nc2nc3ccccc3[nH]2)c(O)cc1O | 56* |
| C=CCOC(=O)c1[nH]c2c(c1C)C(=O)CC(c1ccco1)C2 (stereo not drawn) | 60* |

More structures
| SMILES | Scp1 inh |
| --- | --- |
| CCCCCc1nc2c(c3c1CCCC3)CCCC2 | 4 |
| O=C(CN1CCC2(CC1)OCCO2)c1c[nH]c2ccccc12 | 6 |
| COC(=O)c1cccc(C23CC4(C2)[C@H](CN(Cc2cccnc2)[C@@H]4c2ccccc2)C3c2ccc(C(F)(F)F)cc2)c1 (stereo partly drawn) | 12 |
| CC(C)n1c(CN(C)Cc2ccccc2)nc2c1c(=O)n(C)c(=O)n2C | -6 |
| CCOC(=O)N1CCc2c(sc(N)c2C#N)C1 | 4 |
| COc1ccccc1OCCSc1nc(C)c(Cc2ccccc2)c(=O)[nH]1 | -7 |
| CC(=O)COc1nc2c(c(-c3ccco3)c1C#N)CCc1ccccc1-2 | -18 |
| COc1ccc(COCCN2CCN(S(=O)(=O)c3ccc(C)cc3)CCC2=O)cc1 | -3 |
| COc1ccc2c(c1)cc(C)c1nnc(SCC(=O)N3CCN(C(=O)c4ccco4)CC3)n12 | 0 |
| COCCn1c(C(=O)N2CCCC2)cc2c1C[C@H]1CN(C(=O)c3ccccc3)[C@@](Cc3ccc(F)cc3)(C(=O)OC)[C@@H]21 | -4 |
| O=C(Nc1nnc(CC2=CCCCC2)s1)Nc1ccccc1F | -4 |
| CC(C)C[C@H](NC(=O)c1nc[nH]c1C(=O)N[C@@H](CC(C)C)C(=O)OC(C)(C)C)C(=O)OCc1ccccc1 | -14 |
| CCCCCOC(=O)C1[C@H]2C(=O)N(CCCOC)C[C@]23C=C[C@H]1O3 (stereo partly drawn) | 1 |
| COc1ccc([C@H]2C=C3CN(C(=O)OC(C)(C)C)S(=O)(=O)[C@H]3C[C@H]2OC(=O)c2cccs2)cc1 | -16 |
| S=c1nc(-c2ccccc2)n(Cc2cccnc2)c2c1CCCC2 | -8 |
| CCCC[C@@H]1C[C@H]1[C@@H](NC(=O)c1cccs1)c1ccc(C(F)(F)F)cc1 | -9 |
| COc1cc(SC#N)ccc1N=Cc1c(C)[nH]n(-c2cccc3ccccc23)c1=O | 14 |
| CC(=O)/C=C/n1c(=S)oc2ccccc21 | -8 |
| CC(=O)c1ccc(N2C(=O)C3C(C2=O)C(C(=O)c2ccc(Cl)cc2)N2CCCC32)cc1 (stereo not drawn) | -15 |
| Cn1c(=O)c2c(O)c(C=Nc3ccc(F)cc3)c(=O)n(C)c2n(C)c1=O | -17 |
| COc1cccc2cc(C(=O)NC3CC(C)(C)NC(C)(C)C3)c(=O)oc12 | -3 |
| N#CC(C#N)=C1C=C2C=C(N3CCCCC3)CCC2CC1 (stereo not drawn) | -24 |
| CN1/C(=C\C=C2/C(=O)Oc3ccccc3C2=O)C(C)(C)c2ccccc21 | -11 |
| CC(=O)Oc1ccc2oc(-c3ccccc3)c(C(N)=O)c2c1 | -7 |
| COc1cccc(-c2c3c([nH]c(=O)c2C#N)CCc2cc(OC)ccc2-3)c1 | -11 |
| C/C=C\C(=O)Nc1cccc(C2=NOC3(C2)C[C@@H](C(N)=O)N(C(=O)c2ccc(OC)cc2)C3)c1 (stereo partly drawn) | -2 |
| CCCCN1c2cc(C)c(O)cc2C(C(=O)OCC)C1C (stereo not drawn) | -6 |
| CCN1C(=O)[C@@H]2[C@H](C1=O)[C@@H]1CC(C(=O)OC)=C[C@@H](C(=O)OC)C3C1=C(C(=O)C3(CC)CC)[C@@H]2C (stereo partly drawn) | -6 |
| N#CC1=C(N)Oc2c(ccc3ccccc23)C1c1cccs1 (stereo not drawn) | 17 |
| CCn1c(SCC(=O)N/N=C/c2ccccc2OCC(=O)O)nnc1-c1ccccc1 | 12 |
| O=C(N/N=C/c1ccc([N+](=O)[O-])o1)c1cn(-c2ccccc2)nc1-c1ccc(F)cc1 | -8 |
| COc1ccc(Cl)cc1NC(=O)c1cccc(S(=O)(=O)Nc2c(C)n(C)n(-c3ccccc3)c2=O)c1 | -5 |
| CC1CCN(S(=O)(=O)c2ccc3nc(N4CCN(c5ccccc5)CC4)ccc3c2)CC1 | 11 |
| Cc1nc(N/N=C/c2ccccn2)sc1C | 1 |
| COc1ccc2[nH]c3c(c2c1)CCN1C(=O)C(CC(=O)NC/C=C(\C)CCC=C(C)C)C[C@H](C(=O)N2CCCCC2)[C@@]31C (stereo partly drawn) | -4 |
| CC1(C)C[C@H](O)[C@@]23C[C@@H](OC2=O)[C@]2(C)C(=CCC4[C@@]5(C)CC[C@H](O)C(C)(C)C5CC[C@]42C)[C@@H]3C1 (stereo partly drawn) | -1 |
| Cc1occc1C(=O)n1nnc2ccccc21 | 3 |
| CCOc1cc(NC(=O)c2cccs2)c(OCC)cc1NC(=O)CCC(=O)NCc1ccccn1 | -11 |
| Cc1cc(NC(=O)CN2CCOCC2)n(-c2nc3ccccc3s2)n1 | -2 |
| OC[C@H]1O[C@@H]2O[C@H]3[C@H](O)[C@@H](O)[C@@H](O[C@H]4[C@H](O)[C@@H](O)[C@@H](O[C@H]5[C@H](O)[C@@H](O)[C@@H](O[C@H]6[C@H](O)[C@@H](O)[C@@H](O[C@H]7[C@H](O)[C@@H](O)[C@@H](O[C@H]1[C@H](O)[C@H]2O)O[C@@H]7CO)O[C@@H]6CO)O[C@@H]5CO)O[C@@H]4CO)O[C@@H]3CO | -9 |
| CN(Cc1ccccc1)C(=O)CSc1nc2cc(C(=O)N3CCC(C(N)=O)CC3)ccc2c(=O)n1-c1ccccc1 | 1 |
| O=C(/C=C/c1cccc(Br)c1)Nc1nn[nH]n1 | -10 |
| CCS(=O)(=O)n1nc(-c2ccc(Cl)cc2)nc1SCc1ccccc1 | 0 |
| COc1ccc(/C=N/NC(=O)c2ccncc2)cc1COc1ccc(NC(C)=O)cc1 | -4 |
| C#CCOCCOCCOCCNc1nc(N2CCN(C(=O)[C@H](CCCCN)n3cc([C@@H](N)CC(C)C)nn3)CC2)nc(N2CCN(C(=O)[C@H](Cc3ccc(O)cc3)n3cc([C@@H](N)CC(C)C)nn3)CC2)n1 | 4 |
| CC1=NN(c2ccccc2)C(=O)/C1=C/c1ccc(-c2ccc(C)c(C(=O)O)c2)o1 | 5 |

Compounds above with a tert-butyl group, in the order listed:
| SMILES | Scp1 inh |
| --- | --- |
| CC(C)(C)NS(=O)(=O)c1cccc(S(=O)(=O)c2cccc(S(=O)(=O)NC(C)(C)C)c2)c1 | -8 |
| CC(C)C[C@H](NC(=O)c1nc[nH]c1C(=O)N[C@@H](CC(C)C)C(=O)OC(C)(C)C)C(=O)OCc1ccccc1 | -14 |
| COc1ccc([C@H]2C=C3CN(C(=O)OC(C)(C)C)S(=O)(=O)[C@H]3C[C@H]2OC(=O)c2cccs2)cc1 | -16 |

Screening results from PubChem BioAssay.
